High-throughput results (PubChem)
ELG1 genotox – qHTS screen for small molecules that induce genotoxicity in human embryonic kidney (HEK293T) cells expressing luciferase-tagged ELG1; HEK293T ELG1-luciferase reporter, luminescence, 16 h; Potency, µM (doses to about 46 µM), for inactives: at the highest dose activity change, positive = activation, hits mostly activators; 330,000 compounds, 1.3% hits; AID 504466, 2011; also: % of control where 0% means no effect; nearly all actives have a fitted effect of over 60% in size
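Screening used a luciferase reporter fused to human ELG1 in HEK293T cells. Luminescence was read on a CCD plate imager after 16 hr exposure and 30 min ONE-Glo incubation.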
FLuc modulator – qHTS profiling assay for firefly luciferase inhibitor/activator using purifed enzyme and Km concentrations of substrates (counterscreen for miR-21 project) | Luciferin 4-monooxygenase (Photinus pyralis), P08659 | purified FLuc, Km substrates, luminescence inhibition | Potency, µM (series often up to 57.5 µM), for the others: top-dose activity change, negative = inhibition, actives largely listed as inhibitors | 360,000 compounds, 6.9% hits | AID 588342, 2011;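 also: plate controls were vehicle for no effect and reference inhibitor for full effect; nearly all actives have a fitted effect of over 55% in size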
Target sequence (P08659 whole entry, looked up): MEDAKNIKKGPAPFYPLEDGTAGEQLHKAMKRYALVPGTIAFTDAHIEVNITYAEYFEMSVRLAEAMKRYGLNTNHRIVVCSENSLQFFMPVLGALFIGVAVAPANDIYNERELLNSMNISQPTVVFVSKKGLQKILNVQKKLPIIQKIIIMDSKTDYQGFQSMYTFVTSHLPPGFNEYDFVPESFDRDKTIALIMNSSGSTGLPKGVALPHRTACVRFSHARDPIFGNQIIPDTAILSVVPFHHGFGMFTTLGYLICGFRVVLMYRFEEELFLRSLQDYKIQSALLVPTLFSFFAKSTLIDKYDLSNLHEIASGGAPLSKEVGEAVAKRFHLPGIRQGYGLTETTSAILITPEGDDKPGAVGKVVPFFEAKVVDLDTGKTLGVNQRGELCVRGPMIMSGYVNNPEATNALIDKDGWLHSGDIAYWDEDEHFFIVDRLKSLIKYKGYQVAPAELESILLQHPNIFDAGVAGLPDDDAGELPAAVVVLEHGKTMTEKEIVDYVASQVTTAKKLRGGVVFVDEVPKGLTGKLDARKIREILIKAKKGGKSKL
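Purified P. pyralis luciferase (10nM final) with 10uM D-luciferin and 10uM ATP (Km levels) in 50mM Tris acetate pH 7.5, 10mM Mg acetate, 0.01% Tween-20, 0.05% BSA; qHTS 6-point titration, ~60 µM downward; luminescence read.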
BRCA1 expr act – qHTS Assay to Identify Small Molecule Activators of BRCA1 Expression; MCF7-BRCA1-FFLuc reporter, luminescence, 48 h; response scale: scaled: vehicle 0%, 10 µM genistein 100%; Potency, µM (doses to about 46.1 µM), without a hit: at the highest dose activation, usual class: activators; 380,000 compounds, 1.1% hits; AID 624202, 2012; also: nearly all actives have a fitted effect of over 80% in size; some results filed as inactive show a strong effect at the top dose
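Luminescence from a BRCA1-driven firefly luciferase in MCF7 cells was the read-out, taken 15 min after substrate addition following 48 h compound exposure at 37 °C. Data were normalized to a 10 microM genistein control and DMSO vehicle.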
MBNL1-CUG inh – qHTS Assay for Inhibitors of MBNL1-poly(CUG) RNA binding. Potency, µM (series often up to 57.5 µM), without a hit: at the top dose activity change, negative = inhibition, hits mostly inhibitors. 280,000 compounds, 0.036% hits. Muscleblind-like protein 1 (Homo sapiens), Q9NR56. TR-FRET MBNL1-His/biotin-(CUG)12 binding, 665/545 ratio; active = well fitted inhibition curve with a large enough effect in the signal ratio, with a control signal flat, not every such curve was filed as active; inconclusive = small, poorly fitted or top-dose-only effect, or effect the other way, or a change in a side signal; inactive = no such curve, though single readings can be large or run the other way; the % refers to the signal ratio; also: % is scaled to controls: 0 for no effect and ±100 for the full control effect
Target sequence (Q9NR56 whole entry, looked up): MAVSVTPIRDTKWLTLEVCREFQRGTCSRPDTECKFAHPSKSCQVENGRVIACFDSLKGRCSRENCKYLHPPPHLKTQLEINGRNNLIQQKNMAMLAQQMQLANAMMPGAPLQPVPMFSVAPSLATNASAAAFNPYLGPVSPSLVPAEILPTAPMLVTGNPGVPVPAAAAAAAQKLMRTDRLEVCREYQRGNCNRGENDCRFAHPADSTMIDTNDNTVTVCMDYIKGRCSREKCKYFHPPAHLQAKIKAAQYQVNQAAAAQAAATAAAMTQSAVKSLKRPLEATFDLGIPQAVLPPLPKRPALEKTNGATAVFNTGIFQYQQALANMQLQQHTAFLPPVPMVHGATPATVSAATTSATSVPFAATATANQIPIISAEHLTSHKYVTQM
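TR-FRET between His-tagged MBNL1 and biotin-(CUG)12 RNA, detected with Tb anti-His antibody (0.055 ng/ul) and streptavidin-XL665 (5 nM), 60 min at room temperature. Compounds titrated 92 nM to 58 uM; 665/545 nm ratio normalized to buffer and complex controls.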
Gal4-VP16 FLuc – VP16 counterscreen qHTS for inhibitors of ROR gamma transcriptional activity. 310,000 compounds, 3.5% hits. Drosophila S2 Gal4-VP16 UAS-luciferase, luminescence, 20 h. Potency, µM (doses to about 53.6 µM), for the others: top-dose activity, negative = inhibition, usual class: inhibitors;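 also: Gal4-VP16 expression switched on by copper sulfate through the metallothionein promoter; % is scaled to controls: 0 for no effect and ±100 for the full control effect; nearly all actives have a fitted effect of over 50% in size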
p53 reactivation – qHTS assay for re-activators of p53 using a Luc reporter | H1299 p53-A138V BP100-luciferase reporter, luminescence, 24 h | Potency, µM (top dose mostly 92.2 µM), for inactives: top-dose activity change, positive = activation, hits mostly activators | 320,000 compounds, 0.063% hits; also: % of control where 0% means no effect; nearly all actives have a fitted effect of over 45% in size
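p53-null H1299 cells stably carrying temperature-sensitive p53-A138V and a BP100-luciferase reporter were pinned with compounds (4-point, 1:5 series) and held 24 hrs at 37 deg C. Luminescence was read 10 min after detection reagent.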
NPC1 prom act – qHTS Assay for NPC1 Promoter Activators; Potency, µM (top dose mostly 9.22 µM), for inactives: at the highest dose activation, hits mostly activators; 320,000 compounds, 2.4% hits; AID 485313, 2010; Huh7 NPC1 promoter luciferase reporter, 24 h;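 also: % of control where 0% means no effect; nearly all actives have a fitted effect of over 60% in size; reporter is driven by a mutant NPC1 promoter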
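Huh7 cells stably carrying NPC1 promoter–luciferase, plated in Opti-MEM with 10% FBS for 2 h, were exposed to compound in DMSO for 24 h at 37 °C; luciferase reagent was added for 10 min and luminescence read.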
Rab9 prom act – qHTS Assay for Rab9 Promoter Activators. Huh7 Rab9 promoter-luciferase reporter, luminescence, 24 h. Potency, µM (doses to about 9.22 µM), for inactives: top-dose activation, negative = inhibition, usual class: activators. 320,000 compounds, 2.8% hits. AID 485297, 2010; also: % of control where 0% means no effect; nearly all actives have a fitted effect of over 60% in size
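Cells were plated at 1500 per well in reduced-serum medium with 10% FBS and left 2 h. Compound in DMSO was then added for 24 h at 37 °C. Reporter signal was read by luminescence after 10 min with luciferase detection reagent.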
uPA surface inh – qHTS for Inhibitors of Cell Surface uPA Generation | cell surface uPA generation assay, qHTS | Potency, µM (top dose mostly 38.3 µM), inactives show at the top dose activity change, negative = inhibition, actives largely listed as inhibitors | 330,000 compounds, 0.31% hits | AID 540303, 2011; active = well fitted inhibition curve with a large enough effect; inconclusive = small, poorly fitted or top-dose-only effect; inactive = no such curve, though single readings can be large or run the other way; tested in mouse RAW 264.7 cells; also: % is scaled to controls: 0 for no effect and ±100 for the full control effect; nearly all actives have a fitted effect of over 55% in size
RORg inh – qHTS for inhibitors of ROR gamma transcriptional activity. 310,000 compounds, 5.4% hits. AID 2551, 2010. Potency, µM (doses to about 53.6 µM), for inactives: at the highest dose activity change, negative = inhibition, actives largely listed as inhibitors. Drosophila S2 Gal4-RORgamma UAS-luciferase reporter, 20 h; also: % is scaled to controls: 0 for no effect and ±100 for the full control effect; nearly all actives have a fitted effect of over 60% in size
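Drosophila Schneider cells stably carrying a metallothionein-driven Gal4 DBD–ROR gamma fusion and a UAS-Photinus luciferase reporter were exposed to compound for 1 hr, then induced with copper sulfate (700 uM final) for 20 hr at ambient temperature before luminescence reading.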
Numbers without * were called inactive; u = inconclusive; x = no result given; [ ] = remark or other dose. Unless noted, calls follow the shape of the dose curve; as a rule, active = well fitted curve in the direction sought with a large enough effect; inconclusive = small, poorly fitted or top-dose-only effect, or another doubt; inactive = no such curve, though single readings can be large; an effect the other way counts as inactive or inconclusive. Potency is read from the fitted curve at half-maximal effect.

compound,ELG1 genotox,FLuc modulator,BRCA1 expr act,MBNL1-CUG inh,Gal4-VP16 FLuc,p53 reactivation,NPC1 prom act,Rab9 prom act,uPA surface inh,RORg inh
CC1(CCc2ccc3c(c2)OCO3)NC(=O)c2ccccc2N1 (stereo not given),0%,0%,2%,u,0%,-2%,-1%,-8%,-1%,u
COC(C[C@H]1O[C@@H]1[C@@H](O)COCc1ccccc1)OC,2%,-2%,4%,0%,4%,25%,1%,1%,11%,0%
CC(=O)C1=C(O)C(=O)N(Cc2ccco2)C1c1ccc(F)cc1 (stereo not given),0%,3%,22%,-3%,x,3%,3%,-4%,6%,-5%[0.365 µM]
Cc1cccc2cc(C#N)c(SCC(=O)N3CC(=O)Nc4ccccc43)nc12,-3%,-16%,-73%,56%[activator],-6%,6%,-11%,-37%[inhibitor],-14%,17%
COc1cc(C#N)ccc1OCC(=O)Nc1ccc(C)c(S(=O)(=O)N2CCOCC2)c1,-9%,-1%,-13%,-8%,-7%,-1%,-5%,1%,0%,5%
O=C(Nc1ccc(-c2csc(Nc3cccc(C(F)(F)F)c3)n2)cc1)c1ccccc1,-11%,-1%,-34%,-7%,-6%,-2%,0%,-11%,u,25%
Cc1cc(C)c2nc(-c3ccccn3)cc(C(=O)NCc3cc(C)n(C)n3)c2c1,u,-7%,-44%,55%[activator],4%,0%,-1%,-4%,1%,-21%
Cc1ccc(S(=O)(=O)Nc2nc3n(n2)C(c2ccc(Cl)cc2)CC(=O)N3)cc1 (stereo not given),-2%,3%,0%,-7%,-1%,-20%,-5%,2%,-3%,0%
CC(=O)Nc1ccccc1OCC(=O)NCCc1ccc(Cl)cc1Cl,-1%,5%,-33%,-8%,u,-8%,-3%,-5%,1%,u
COCCNC(=S)N/N=C(\C)c1ccccc1F,2%,-6%,-21%,5%,20µM*,8%,0%,-7%,-5%,3.5µM*
CCOC(=O)CN1C(=O)CCSc2ccc(Cl)cc21,0%,-1%,10%,-5%,-4%,-2%,3%,-4%,0%,-2%
COCC(=O)N(C)CC1CCCN(CCc2ccccc2OC)C1 (stereo not given),-3%,-2%,22%,-5%,0%,18%,-2%,0%,0%,-33%
O=C(NCCCn1ccnc1)C1CC(c2cccc(Br)c2)=NO1 (stereo not given),0%,4%,-2%,2%,7%,2%,0%,-4%,4%,-5%
COc1ccc(NC(=O)C(OC(=O)c2ccc([N+](=O)[O-])o2)c2ccccc2)cc1Cl (stereo not given),2%,3%,24%,10%,u,14%,1%,-2%,2%,-35%
COc1ccc(Nc2cc(C)nc3ccc(OC)cc23)cc1,-4%,-4%,11%,u,-2%,-8%,-1%,-6%,-11%,-21%
Cc1cc(NC(=O)CSc2nnc(-c3ccccc3Cl)o2)no1,12%,0%,u,-5%,-24%,6%,4%,12%,0%,-25%
O=C(Oc1ccc(/C=N/O)cc1)c1ccccc1Cl,13%,9.5µM*,10%,-11%,u,1%,-2%,-1%,1%,-1%
Cc1noc(N)c1C(=O)Nc1ccc(F)cc1,0%,-2%,0%,-2%,-2%,0%,0%,3%,0%,14%
O=C(Cc1ccsc1)N1CCN(S(=O)(=O)c2cccc(F)c2)CC1,1%,1%,-8%,x,x,-4%,2%,4%,-1%,x
COC(=O)c1cc(S(=O)(=O)NCc2ccc(F)cc2)cn1C,-2%,5%,-3%,5%,7%,x,0%,3%,-2%,4%
NC(=O)CC1SC(N)=NC1=O (stereo not given),0%,4%,7%,-4%,3%,-1%,0%,-4%,2%,4%
Cc1ccc(-c2ccc(=O)n(CC(=O)NCC3COCCO3)n2)cc1 (stereo not given),2%,-1%,19%,21%,3%,2%,-1%,-4%,3%,3%
CCN1CCN(c2ccc(S(=O)(=O)N3CCCCC3)cc2NC(=O)Cc2ccc(OC)cc2)CC1,0%,0%,-30%,-3%,-5%,19%,0%,-1%,2%,2%
CCCN1CCN(CCCNC(=O)C2CCN(c3nnc(-n4c(C)ccc4C)s3)CC2)CC1,10%,1%,45%,2%,3%,u,-5%,-3%,-3%,-18%
CC(C)CNc1nc(N)c([N+](=O)[O-])c(NCC2CCCO2)n1 (stereo not given),3%,-1%,-20%,12%,1%,-13%,-1%,-6%,-10%,u

Complete entries from above:
`Cc1cc(NC(=O)CSc2nnc(-c3ccccc3Cl)o2)no1` is listed with ELG1 genotox: 12%; FLuc modulator: 0%; BRCA1 expr act: u; MBNL1-CUG inh: -5%; Gal4-VP16 FLuc: -24%; p53 reactivation: 6%; NPC1 prom act: 4%; Rab9 prom act: 12%; uPA surface inh: 0%; RORg inh: -25%
`CC(=O)Nc1ccccc1OCC(=O)NCCc1ccc(Cl)cc1Cl` is listed with ELG1 genotox: -1%; FLuc modulator: 5%; BRCA1 expr act: -33%; MBNL1-CUG inh: -8%; Gal4-VP16 FLuc: u; p53 reactivation: -8%; NPC1 prom act: -3%; Rab9 prom act: -5%; uPA surface inh: 1%; RORg inh: u

Continued.
compound,ELG1 genotox,FLuc modulator,BRCA1 expr act,MBNL1-CUG inh,Gal4-VP16 FLuc,p53 reactivation,NPC1 prom act,Rab9 prom act,uPA surface inh,RORg inh
O=c1nc2ccccn2c2ccc(S(=O)(=O)N3CCCCC3)cc12,-1%,-1%,-25%,15%,7%,1%,-4%,-3%,-1%,2%
CC(C)N(Cc1nc(-c2ccccc2)no1)C(=O)CSc1ccccc1,-4%,-2%,-33%,-3%,x,-8%,-5%,-1%,x,-6%[0.365 µM]
CC(C)CCn1cnc2c(NCc3ccccc3)ncnc21,u,u,84%,-3%,20%,8%,19%,u,x,5%
N#Cc1nc(-c2ccc(OCc3ccc(Cl)cc3)cc2)oc1NCc1cccnc1,1%,-9%,-1%,-2%,1%,22%,0%,0%,-2%,41%
Cc1ccc(SCC(=O)N/N=C/c2ccco2)cc1,-1%,1%,9%,17%,-5%,x,-2%,0%,2%,18%
O=C1CC(C2CCCO2)C(=O)N1Cc1ccccc1 (stereo not given),0%,3%,13%,-6%,-22%,0%,-2%,-3%,2%,16%
Cc1ccc(NC(=O)CN(C)C(=O)c2cn(Cc3ccccc3)nc2-c2cccnc2)cc1,1%,6%,4%,x,x,-3%,2%,-4%,5%,x
Cc1ccccc1NC(=O)CCC(=O)N/N=C/c1cccnc1,2%,0%,7%,-3%,-3%,-6%,-2%,8%,3%,-17%
O=C(Nc1cccc(O)c1)C1CC(c2ccc(Cl)cc2)=NO1 (stereo not given),-2%,1%,-4%,-4%,-18%,x,-6%,8%,0%,37%
C=CCOc1nc2c(c(=O)n(C)c(=O)n2C)n1C,-5%,4%,16%,-4%,x,9%,7%,-5%,0%,6%[0.365 µM]
COc1ccc(-n2nc3cc(N)c(Br)cc3n2)cc1,18µM*,4.8µM*,u,168%[activator],9%,x,u,u,-6%,26%
COc1ccc(OCc2cc(C(=O)NCc3cccc(C)n3)no2)c(Cl)c1,26%,24µM*,75%,-6%,0%,-1%,u,u,-4%,0%
Nc1nc2ncc(-c3ccsc3)c(N)n2n1,-1%,-5%,13%,x,2%,-4%,-1%,-8%,-3%,30%
CC(=O)N/N=C(\C)C1COc2ccccc2O1 (stereo not given),4%,-3%,-9%,4%,-3%,3%,-4%,-6%,1%,-2%
CC1CCCN(C(c2ccccc2)c2sc3ncnn3c2O)C1 (stereo not given),-1%,2%,1%,7%,0%,-1%,-2%,-2%,1%,-17%
COc1ccccc1NC(=O)Cn1nnc(C(=O)Nc2ccccc2)c1N,-8%,-3%,1%,u,-2%,1%,2%,-4%,1%,u
COc1ccc(-c2nn(-c3ccccc3)cc2/C=N/NC(N)=S)cc1OC,0%,5.4µM*,-54%,x,1µM*,-8%,-21%,-21%,-9%,1.1µM*
S=c1[nH]nc(-c2ccco2)n1C1CCCCC1,0%,-2%,-11%,-8%,u,-9%,-5%,0%,3%,10µM*
Cc1c(C(=O)N2CCN(Cc3ccccc3)CC2)oc2c1C(=O)CCC2,-5%,1%,1%,4%,-7%,23%,0%,2%,-4%,13%
COc1ccc(C)cc1NC(=O)n1ncc2cc(Cl)ccc21,0%,0%,-21%,0%,-1%,7%,27%,12%,10%,-10%
COc1cccc(NC(=O)CSc2nnc(-c3cc(-c4ccccn4)nc4ccccc34)o2)c1,-4%,-8%,-42%,17%,-7%,u,2%,-6%,14%,u
CCCCCCCNC(=O)C1(CC2CC(c3cccc(Br)c3)=NO2)CCN(C(=O)C2(C)CC2)CC1 (stereo not given),-8%,-1%,-41%,x,x,1%,3%,-4%,-25%,x
Cc1ccn2cc(CCNC(=O)C3CC=CCC3C(=O)O)nc2c1 (stereo not given),3%,0%,11%,-5%,-13%,5%,-4%,1%,-1%,2%
CCOc1ccccc1C(=O)OC(C)C(=O)Nc1ccc(S(=O)(=O)N2CCCC2)cc1 (stereo not given),0%,2%,-6%,x,x,-3%,0%,-6%,11%,x
